# Compound activity as filed in PubChem.
# Neddylation inh = inhibitors of cullin neddylation, primary screen, biochemical, TR-FRET, uHTS, NAE and Ubc12. NEDD8-conjugating enzyme Ubc12 (Homo sapiens) + NEDD8-activating enzyme E1 regulatory …. 360,000 compounds, 0.58% hits. calls only at 25 µM; in the data active means inhibition above about 36%
# eLon inh = inhibitors of E. coli Lon protease, primary screen, biochemical, fluorescence polarization. P0A9M0. purified E. coli Lon protease. inhibition, % at 7.94 µM. 360,000 compounds, 0.42% hits; in the data active means inhibition above about 13%, passing the limit was not always enough;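 further: 0% = enzyme with probe and DMSO and 100% = no enzyme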
# SKN-1 block = suppressors of acrylamide-induced Pgst-4::GFP reporter in worms, primary screen, SKN-1 inhibitor project, whole organism, uHTS, GFP/RFP fluorescence ratio, strain VP596. 360,000 compounds, 0.49% hits. C. elegans VP596 Pgst-4::GFP/RFP ratio, 24 h. inhibition, % at 21.8 µM;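 active means interference check ratio from 0.5 to 1.5 plus GFP to RFP signal ratio inhibition reaching or exceeding a fixed threshold, cut at about 30% in these data, passing the limit was not always enough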; further: some compounds called inactive have numbers as strong as hits
# NRP1-CendR mod = modulators of CendR peptide binding to NRP-1, primary screen, biochemical, fluorescence polarization, uHTS; Neuropilin-1 (Homo sapiens), O14786; FAM-RPARPAR peptide binding to NRP-1; inhibition, % at 25 µM; 360,000 compounds, 0.85% hits; AID 602438, 2012;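 active means inhibition or corrected inhibition above about 18%, plus a signal ratio from 0.5 to 1.5, limit read from the data, passing the limit was not always enough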; further: strong numbers were not always called active
# bovine MsrA act = bovine MsrA enzyme activators, primary screen, biochemical, absorbance, HTS. Methionine sulfoxide reductase A (Bos taurus). purified bovine MsrA, absorbance read-out. activation, % at 10.6 µM. 360,000 compounds, 0.3% hits; in the data active means activation above about 7.5%;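 further: 0% = vehicle and 100% = reference activator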
# Rin1-Abl PPI inh = inhibitors of Rin1-Abl protein binding, primary screen, biochemical, TR-FRET; AID 588664, 2011; Tyrosine-protein kinase ABL1 (Homo sapiens) + Ras and Rab interactor 1 (Homo sapiens), …; 360,000 compounds, 0.4% hits; inhibition, % at 7.35 µM; in the data active means inhibition above about 5%, passing the limit was not always enough
# FAS TE block = FAS thioesterase domain inhibitors, primary screen, biochemical, fluorescence intensity, uHTS; recombinant FAS-TE, OMFH fluorogenic substrate, fluorescence endpoint; AID 602261, 2012; 360,000 compounds, 0.67% hits; inhibition, % at 15 µM; Fatty acid synthase (Homo sapiens), P49327;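 active means compounds whose normalised, plate-corrected inhibition of enzyme fluorescence in the single-dose primary screen is 50% or more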;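 further: 0% = DMSO with enzyme and 100% = substrate without enzyme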
# MsrA inh = bovine MsrA enzyme inhibitors, primary screen, biochemical, absorbance, HTS | AID 651718, 2012 | 360,000 compounds, 0.75% hits | purified bovine MsrA, absorbance read-out | inhibition, % at 15.5 µM; in the data active means inhibition above about 4.5%;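 further: 0% = vehicle wells with enzyme and 100% = reference inhibitor wells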
# MT1-MMP act inh = blockers of MT1-MMP proenzyme processing, primary screen, HT1080 RFP-PRO-GFP cells, GFP/RFP fluorescence; Matrix metalloproteinase-14 (Homo sapiens), P50281; GFP/RFP ratio fluorescence, overnight; percent of plate control window, DMSO zero; GFP/RFP ratio change, % at 20 µM; 360,000 compounds, 0.061% hits;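 active means GFP/RFP ratio change of at least 30% with cell ATP level not reduced by more than half and red fluorescence within 50% of control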; further: strong numbers were not always called active
#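 Read-out: GFP/RFP fluorescence ratio; Test system: RFP-PRO-GFP reporter HT1080 cells; Compound dosing: single-point 20 µM compound, 1% DMSO; Times: overnight compound exposure at 37 °C.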
# * hit, by the source's call; i = inactive; x = no result given; + = active, no number.
1) COC(=O)c1ccc2c(c1)c(C#Cc1ccccc1)c(-c1ccccc1)n2C
2) Cc1c(C(=O)OCC(C)C)[nH]c2c1C(=O)CC(c1ccco1)C2 (centres undefined)
3) CCN(CC)c1ccc(/C=N/NC(=O)c2c(Cl)cnn2C)c(O)c1
4) C=CCn1c(SCC(=O)Nc2ccc(NC(=O)c3ccco3)c(OC)c2)nnc1-c1ccncc1
5) CC(=O)OC[C@]1(OC(C)=O)C[C@@]23CC[C@H]4[C@@](C)(CCC[C@@]4(C)C(=O)O)[C@@H]2CC[C@@H]1C3
6) CCc1cc2c3c(c1)C1(C(=O)N3C(C)(C)C=C2C)C(C#N)=C(N)Oc2[nH]c(=O)[nH]c(=O)c21 (centres undefined)
7) O=C(NCC1CCCCC1)C1CCCN(C(=O)NC2CCCCC2)C1 (centres undefined)
8) O=C(CSc1c2c(nc3cc(Cl)ccc13)CCCC2)NCCN1CCOCC1

Assay by compound	1	2	3	4	5	6	7	8
Neddylation inh	x	i	x	i	i	i	i	i
eLon inh	-4	-4	9	3	0	-8	-4	1
SKN-1 block	6	-20	1	-13	5	-1	-10	-3
NRP1-CendR mod	2	-35	-4	-7	4	-2	-17	1
bovine MsrA act	-4	-2	-6	-11	-3	-4	-7	-5
Rin1-Abl PPI inh	-4	-1	-2	-4	-1	2	5	-6
FAS TE block	21	14	2	-14	-1	3	-8	-8
MsrA inh	3.2	1.6	2.7	1.4	-0.3	2.7	-0.2	0.1
MT1-MMP act inh	-3	9	-7	-1	2	-3	9	3

9) OCCN(Cc1ccccc1)C(=S)NC1CCCCC1
10) Cc1ccc(NC(=O)COC(=O)Cc2ccsc2)cc1S(=O)(=O)N(C)C
11) Cc1cccc(C)c1OCC(=O)N/N=C/c1ccncc1
12) Cc1cccc(-c2nc(=S)c3c(o2)CCCC3)c1
13) CC1(C(=O)NCc2ccccc2)Cc2c(-c3cccc(C(N)=O)c3)ccnc2O1 (centres undefined)
14) C[C@@H]1CN([C@@H](C)CO)C(=O)CCCn2nncc2CO[C@@H]1CN(C)S(=O)(=O)c1cccc(C#N)c1
15) c1coc(-c2nn3c(Cn4nnc5ccccc54)nnc3s2)c1
16) COc1ccc(C)cc1NC(=O)CNC(C)C(=O)Nc1cc(Cl)ccc1Cl (centres undefined)

Assay by compound	9	10	11	12	13	14	15	16
Neddylation inh	i	i	i	i	i	i	i	i
eLon inh	-13	0	4	1	1	-4	-9	3
SKN-1 block	20	2	5	-16	2	0	-25	14
NRP1-CendR mod	9	0	4	0	1	5	-9	10
bovine MsrA act	-5	-2	-10	-11	-2	-3	2	0
Rin1-Abl PPI inh	5	-1	3	1	3	1	-2	-5
FAS TE block	-2	-2	-3	8	-6	-6	-6	14
MsrA inh	-1.0	2.8	0.5	1.2	-0.6	-0.9	0.7	-1.2
MT1-MMP act inh	-1	4	0	4	11	0	1	0

17) Cc1cc(C)n(C(=O)/C(C#N)=N\Nc2ccccc2[N+](=O)[O-])n1
18) CCc1ccccc1Cn1c(=O)oc2cccnc21
19) CCOCCCn1c(=S)[nH]c2cc(C(=O)NC3CCCCC3C)ccc2c1=O (centres undefined)
20) CC1CCN(C(=O)COc2ccc(S(=O)(=O)N3CCCC3)cc2)CC1
21) CC(=O)SC1CC(=O)C=C2CCC3C4CCC(=O)OC4(C)CCC3C21C (centres undefined)
22) Cn1c(N)c(C(=O)COC(=O)c2ccc(Br)o2)c(=O)n(C)c1=O
23) Cc1cnc(C(=O)OCC(=O)N(C)CC(=O)Nc2ccccc2Cl)cn1
24) O=C(NCCCCO)c1ccc2c3c(cccc13)CC2

Assay by compound	17	18	19	20	21	22	23	24
Neddylation inh	i	+	i	i	i	i	i	x
eLon inh	1	3	-8	4	6	-3	0	2
SKN-1 block	-13	-10	9	-11	7	-7	-4	-1
NRP1-CendR mod	14	4	-4	7	11	7	10	-10
bovine MsrA act	-2	-1	-12	1	-2	2	-4	-4
Rin1-Abl PPI inh	0	-3	1	-2	3	-2	1	-1
FAS TE block	-4	-6	2	-4	-7	0	-7	-4
MsrA inh	-1.3	1.5	-0.7	0.5	0.5	0.2	-0.4	-0.6
MT1-MMP act inh	0	3	3	2	1	-2	0	2

25) CCCC12CN3CCN(CC(C3)/C1=N\NC(=O)c1ccccc1N)C2
26) CC1(C(=O)O)CCC(C(=O)Nc2ccc(Cl)c(Cl)c2)C1(C)C (centres undefined)
27) COC(=O)c1sc(NC(=O)COc2c(C)cccc2C)nc1C
28) NC(=O)NC(Cc1ccccc1)c1ccccc1 (centres undefined)
29) CC(=O)N1CCN(Cc2nc3cc(NC(=O)Cn4nc(C)c5ccccc5c4=O)ccc3n2C)CC1
30) O=C(O)c1ccc(OS(=O)(=O)c2ccc(Cl)s2)cc1
31) CCOC(=O)c1ccc(NC(=O)N2CCc3ccccc3C2)cc1
32) CC1C(=O)N(Cc2cn(CC3CCCCC3)nn2)CCS(=O)(=O)N1Cc1ccc(-c2ccncc2)cc1 (centres undefined)

Assay by compound	25	26	27	28	29	30	31	32
Neddylation inh	x	i	i	i	i	i	i	i
eLon inh	-2	-9	3	-8	-5	0	11	-4
SKN-1 block	-6	10	2	3	8	-15	-9	2
NRP1-CendR mod	-3	-4	13	6	-12	-15	2	-1
bovine MsrA act	-3	-1	-10	0	0	-2	-6	1
Rin1-Abl PPI inh	3	3	-7	5	-1	1	1	2
FAS TE block	-14	-3	5	-8	-6	-7	3	5
MsrA inh	2.9	-0.4	-1.3	0.5	0.1	-0.8	0.0	-0.8
MT1-MMP act inh	-6	2	-1	2	6	10	6	-5

33) Cc1cc(NC(=O)Cn2ccc([N+](=O)[O-])n2)no1
34) Nn1c(Cc2ccccc2)n[nH]c1=S
35) C=CCc1cc(Cl)ccc1OCCCNC(C)CC (centres undefined)
36) COc1ccc(NC(=O)CCCCCN2C(=O)c3ccccc3C2=O)c(OC)c1
37) Cc1csc(NC(=O)c2cnccn2)n1
38) Cc1ccc(S(=O)(=O)c2ccc(C)cc2)cc1
39) O=C(CN1CCN(c2cccc(C(F)(F)F)c2)CC1)Nc1cccc(C(F)(F)F)c1
40) O=C(Nc1ccccc1)N1CCN2C(=O)c3ccccc3C12c1ccccc1 (centres undefined)

Assay by compound	33	34	35	36	37	38	39	40
Neddylation inh	i	i	i	i	i	i	i	i
eLon inh	6	5	2	3	-6	0	5	6
SKN-1 block	0	3	11	-7	10	6	-14	-6
NRP1-CendR mod	-6	6	8	3	-8	2	19	-3
bovine MsrA act	-2	-1	-3	-1	-5	-3	-7	1
Rin1-Abl PPI inh	-1	2	-2	-2	2	-1	4	-1
FAS TE block	-5	-2	-8	-1	-9	6	27	6
MsrA inh	-1.1	-0.7	-2.1	-0.9	1.4	0.1	0.5	-0.8
MT1-MMP act inh	-6	3	0	-3	8	1	1	-9

41) CCC(c1nnnn1-c1c(C)cccc1C)N1CCN(c2ccccn2)CC1 (centres undefined)
42) CCCCOc1cccc(C2/C(=C(\O)c3ccc4c(c3)OCCO4)C(=O)C(=O)N2CCN2CCOCC2)c1 (centres undefined)
43) C[C@H](CO)N1C[C@H](C)[C@@H](CN(C)S(C)(=O)=O)Oc2ccc(NC(=O)C3CC3)cc2C1=O
44) Cc1cc(C(=O)COc2ccccc2[N+](=O)[O-])c(C)n1-c1cccc(S(=O)(=O)N2CCOCC2)c1
45) CC(OC(=O)c1ccccc1C(=O)N(C)c1ccccc1)C(=O)Nc1ccc(C(N)=O)cc1 (centres undefined)
46) O=C(NCc1ccccc1)c1cc(S(=O)(=O)N2CCC3(CC2)OCCO3)ccc1F
47) Cc1cc2c(cc1C)N(Cc1ccc(Cl)cc1)C1=NCCCN12
48) S=C(Nc1ccccc1Cl)N(CCCN1CCOCC1)Cc1ccco1

Assay by compound	41	42	43	44	45	46	47	48
Neddylation inh	i	i	i	i	i	i	i	i
eLon inh	-1	-9	2	-21	-6	-3	8	-3
SKN-1 block	8	-16	5	7	5	11	-12	6
NRP1-CendR mod	10	6	20	-15	2	5	3	4
bovine MsrA act	-2	-5	-2	-3	1	-4	-6	-2
Rin1-Abl PPI inh	x	-8	-1	0	2	-4	-4	1
FAS TE block	8	-8	-8	59*	-3	0	11	-9
MsrA inh	0.8	1.0	0.0	0.8	-0.2	-0.6	-1.2	1.1
MT1-MMP act inh	3	-3	1	-1	0	0	0	-1

49) COc1ccc(C(c2sc3ncnn3c2O)N2CCN(c3ccccc3F)CC2)cc1OC (centres undefined)
50) O=C1CCCC2=C1C(c1cccs1)n1ncnc1N2 (centres undefined)
51) COc1ccc(-c2[nH]nc3c2C(c2ccncc2)C(C#N)=C(N)O3)cc1 (centres undefined)
52) COc1ccc(-c2cnc3c(-c4ccc(F)cc4)cnn3c2N)cc1
53) NC(N)=NS(=O)(=O)c1ccc(N/C=C/C(=O)c2ccc(Cl)c(Cl)c2)cc1
54) Oc1ccc(C[C@H]2CNCCN2CCc2cc(C(F)(F)F)cc(C(F)(F)F)c2)cc1
55) CCOC(=O)C1C(=O)CC(O)(c2ccccc2)CC1c1ccccc1 (centres undefined)
56) O=C1N[C@@H](Cc2ccccc2)C(=O)N2[C@H]1C[C@]1(Br)c3ccccc3N(S(=O)(=O)c3ccccc3)[C@H]21
57) Cc1ccc2[nH]c(=O)c(-c3noc(C(C)C)n3)cc2c1
58) CCN(CC(=O)NCCCN1CCOCC1)S(=O)(=O)c1cc(Cl)ccc1Cl

Assay by compound	49	50	51	52	53	54	55	56	57	58
Neddylation inh	i	i	i	x	i	i	i	i	i	i
eLon inh	1	7	-2	-5	0	-9	-6	-10	8	3
SKN-1 block	-11	6	-25	4	4	-3	14	15	0	8
NRP1-CendR mod	-11	10	4	10	-10	5	20	-3	0	-4
bovine MsrA act	-2	-2	-1	1	-2	-2	-2	-1	1	-2
Rin1-Abl PPI inh	-3	-4	-3	-2	2	2	1	3	-1	-1
FAS TE block	-31	-8	-7	0	13	5	2	3	-3	-7
MsrA inh	2.0	-0.1	1.6	-0.3	1.8	-2.3	0.4	-0.6	1.2	1.3
MT1-MMP act inh	0	-2	2	4	7	-1	3	0	1	2
